# Source: PubChem BioAssay (several laboratories)
# PABP1 MLLE inh: blocks PAM2 peptide binding to the PABP1 MLLE domain | P11940 | GST-MLLE / FITC-PAM2 fluorescence polarization | inhibition, % at 20 µM | 0.36% of 360,000 active; in the data active means inhibition above about 35%, passing the limit was not always enough;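 further: plate controls were DMSO wells with GST-MLLE for no effect and wells lacking GST-MLLE protein for full effect; some results filed as inactive read as strong as hits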
# bovine MsrA act: bovine methionine sulfoxide reductase A activation | activation, % at 10.6 µM | 0.3% of 360,000 active | purified bovine MsrA, absorbance read-out; in the data active means activation above about 7.5%;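 further: 0% = vehicle and 100% = reference activator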
# MsrA inhibitor: bovine MsrA inhibition | purified bovine MsrA, absorbance read-out | inhibition, % at 15.5 µM | 0.75% of 360,000 active | AID 651718; in the data active means inhibition above about 4.5%;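 further: 0% = vehicle wells with enzyme and 100% = reference inhibitor wells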
# Rpn11 block: Rpn11 (human) deubiquitinase inhibition. O00487. human 26S proteasome, Ub4-pepOG fluorescence polarization; 20S core pre-blocked with epoxomicin. calls only at 20 µM. 0.59% of 360,000 active. AID 588493;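 active means inhibition at 20 µM, scaled to each plate's controls, above about 33%, limit read from the data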
# CSN inh: inhibitors of human CSN-mediated cullin deneddylation. 0.38% of 360,000 active. Purified CSN, SCF-Nedd8-OG deneddylation, fluorescence polarization. AID 651999. Q92905. inhibition, % at 12.5 µM;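 active means pattern-corrected inhibition above about 35%, with an unprinted fluorescence ratio check between 0.5 and 1.5, limit read from the data, passing the limit was not always enough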;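 further: 0% = enzyme with substrate and 100% = substrate without enzyme; some results filed as inactive read as strong as hits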
# Target sequence (Q92905 whole entry, looked up, one chain of several): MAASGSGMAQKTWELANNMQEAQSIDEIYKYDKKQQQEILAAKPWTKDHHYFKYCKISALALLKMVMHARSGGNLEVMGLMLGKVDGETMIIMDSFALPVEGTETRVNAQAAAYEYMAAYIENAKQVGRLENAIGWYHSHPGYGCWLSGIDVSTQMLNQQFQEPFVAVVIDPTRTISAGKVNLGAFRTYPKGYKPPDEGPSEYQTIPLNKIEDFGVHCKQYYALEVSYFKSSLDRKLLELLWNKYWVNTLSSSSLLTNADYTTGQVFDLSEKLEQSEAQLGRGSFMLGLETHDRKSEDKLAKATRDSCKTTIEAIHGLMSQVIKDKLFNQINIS
#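 assay system = purified human Csn5 enzyme expressed in HEK293T cells | amount = 0.24 nM enzyme | buffer or medium = Tris/NaCl/DTT buffer, pH 7.5 | reagent = 10 nM SCFSkp2-Nedd8OG | compound = one concentration, 12.5 µM, 0.25% DMSO | times = 90 min reaction at room temperature | signal = FP | read-out basis = % inhibition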
# Rin1 Abl inh: inhibitors of human Rin1-Abl protein interaction | P00519+Q13671 | TR-FRET Rin1/Abl binding, biochemical | inhibition, % at 7.35 µM | 0.4% of 360,000 active; in the data active means inhibition above about 5%, passing the limit was not always enough
# E coli Lon inh: inhibitors of E. coli Lon protease; P0A9M0; 0.42% of 360,000 active; inhibition, % at 7.94 µM; purified E. coli Lon protease, fluorescence polarization; AID 602123; in the data active means inhibition above about 13%, passing the limit was not always enough;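 further: 0% = enzyme with probe and DMSO and 100% = no enzyme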
# Target sequence (P0A9M0 whole entry, looked up): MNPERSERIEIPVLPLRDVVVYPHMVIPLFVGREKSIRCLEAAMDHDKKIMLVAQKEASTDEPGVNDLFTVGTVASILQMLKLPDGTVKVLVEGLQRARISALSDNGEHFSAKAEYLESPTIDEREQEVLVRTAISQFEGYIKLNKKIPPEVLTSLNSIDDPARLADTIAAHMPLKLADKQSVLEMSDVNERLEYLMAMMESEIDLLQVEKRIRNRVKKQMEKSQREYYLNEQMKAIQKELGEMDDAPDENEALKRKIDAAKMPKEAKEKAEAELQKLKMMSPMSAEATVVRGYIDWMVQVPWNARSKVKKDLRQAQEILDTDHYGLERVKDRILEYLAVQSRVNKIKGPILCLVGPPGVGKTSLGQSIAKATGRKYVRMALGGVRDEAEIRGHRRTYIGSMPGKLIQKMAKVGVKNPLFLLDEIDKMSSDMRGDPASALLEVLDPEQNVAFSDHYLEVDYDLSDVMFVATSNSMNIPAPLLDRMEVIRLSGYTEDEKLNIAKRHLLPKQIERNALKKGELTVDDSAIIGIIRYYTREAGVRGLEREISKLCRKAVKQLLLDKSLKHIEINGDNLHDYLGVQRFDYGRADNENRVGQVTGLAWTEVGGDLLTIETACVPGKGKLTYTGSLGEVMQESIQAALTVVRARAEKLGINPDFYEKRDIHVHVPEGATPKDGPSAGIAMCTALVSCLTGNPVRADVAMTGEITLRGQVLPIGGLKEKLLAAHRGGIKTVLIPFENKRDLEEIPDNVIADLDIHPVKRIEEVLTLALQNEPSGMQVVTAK
# MT1-MMP act inh: inhibitors of human MT1-MMP activation | P50281 | HT1080 RFP-PRO-GFP cells, GFP/RFP ratio fluorescence, overnight; percent of plate control window, DMSO zero | GFP/RFP ratio change, % at 20 µM | 0.061% of 360,000 active | AID 651647;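 active means GFP/RFP ratio change of at least 30% with cell ATP level not reduced by more than half and red fluorescence within 50% of control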; further: strong numbers were not always called active
#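 Test system: HT1080 cells expressing an RFP-PRO-GFP fluorescent reporter construct / Compound dosing: single-point 20 µM compound, 1% DMSO / Schedule: cells overnight before dosing, compound overnight, 37 °C, 5% CO2 / Evaluation: GFP/RFP fluorescence ratio / Control set: DMSO and RFP-L50D-GFP cell wells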
# FAS-TE inh: inhibitors of human fatty acid synthase thioesterase domain | inhibition, % at 15 µM | 0.67% of 360,000 active | P49327 | recombinant FAS-TE, OMFH fluorogenic substrate, fluorescence endpoint;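 active means compounds whose normalised, plate-corrected inhibition of enzyme fluorescence in the single-dose primary screen is 50% or more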;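 further: 0% = DMSO with enzyme and 100% = substrate without enzyme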
# * marks the source's active call; other numbers are inactive results; i = inactive; / = not tested or not shown; & = joins results of further samples. No enrichment for hits. About 3.7% of those tested had a hit in this group.
# The first two records, ahead of the listing:
Structure,PABP1 MLLE inh,bovine MsrA act,MsrA inhibitor,Rpn11 block,CSN inh,Rin1 Abl inh,E coli Lon inh,MT1-MMP act inh,FAS-TE inh
COc1ccc(CCNC(=O)Cn2nnc(-c3ccc(OC)c(OC)c3)n2)cc1OC,2,-2,-0.7,i,4,0,3,-5,-2
COc1cccc(OC)c1C(=O)Nc1c(C)n(C)n(-c2ccccc2)c1=O,-7,-1,-0.1,i,-2,2,-14,2,-4

# This part in full, repeating the preview:
Structure,PABP1 MLLE inh,bovine MsrA act,MsrA inhibitor,Rpn11 block,CSN inh,Rin1 Abl inh,E coli Lon inh,MT1-MMP act inh,FAS-TE inh
COc1ccc(CCNC(=O)Cn2nnc(-c3ccc(OC)c(OC)c3)n2)cc1OC,2,-2,-0.7,i,4,0,3,-5,-2
COc1cccc(OC)c1C(=O)Nc1c(C)n(C)n(-c2ccccc2)c1=O,-7,-1,-0.1,i,-2,2,-14,2,-4
O=C(COc1ccc(Cl)cc1Cl)OCn1nnc2ccccc2c1=O,-1,-3,1.6,i,1,-1,-6,1,-1
CCn1cc(C(C)NC(=O)COc2ccc(Cl)cc2C)c(C)n1 (configuration not stated),10,-1,-0.6,i,-3,-1,-5,7,-5
O=C(NCCCN1CCCC1=O)c1cccc(NS(=O)(=O)c2ccccc2)c1,3,-4,-0.7,i,-1,1,0,1,-6
CCOC(=O)c1sc(NC(=O)c2ccccc2OC)nc1C,-5,-1,0.8,i,0,-1,-9,-5,4
CC(=O)N1c2ccc(S(=O)(=O)N(C)CC(=O)N3CCCC3)cc2CC1C (configuration not stated),-2,-2,/,i,0,-3,-5,2,-11
CN(CC(=O)Nc1cccc(F)c1)C(=O)C1CC(=O)N(Cc2ccco2)C1 (configuration not stated),8,-2,-0.3,i,1,0,5,2,-6
CC(=O)Nc1cc(C(=O)O)ccc1S(=O)(=O)c1ccc(Cl)cc1,11,-1,-0.4,i,0,0,-1,3,-6
COc1ccc(CNCc2cc(C)c(OC)cc2C)c(OC)c1,-6,0,-0.4,i,-5,4,-8,-2,-2
COCCNC(=O)c1cc(S(=O)(=O)N2CCC3(CC2)OCCO3)ccc1F,14,-1,1.4,i,-3,1,9,5,-5
CC(=O)c1cccc(NC(=S)NC(=O)c2ccc(C)cc2)c1,18,-2,-0.2,i,-1,0,3,0,15
COc1ccccc1N1CCN(C(=O)/C=C/c2ccco2)CC1,8,-2,1.4,i,2,0,-10,-1,-10
COc1ccc(CCNC(=O)COC(=O)COc2c(C)cc(C)cc2C)cc1OC,1,-3,1.2,i,4,-5,1,0,-5
CCC(=O)c1ccc(OCC(=O)OC(C)C(=O)NCc2ccc3c(c2)OCO3)cc1 (configuration not stated),16,-3,0.1,i,-2,0,-6,6,-3
CCCNC(=S)N1CCN(Cc2ccc3c(c2)OCO3)CC1,-124,-2,2.2,i,-9,1,2,1,-4
O=C(C1CCN(CCc2ccccc2)CC1)N1CCOCC1,-18,-3,0.9,i,3,-3,4,2,-7
CCOC(=O)N1CCN(CC(O)COc2c(C)cc(C)cc2C)CC1 (configuration not stated),-14,-6,1.0,i,-2,-1,2,-3,-6
COc1cccc(/C=N\NC(=O)c2ccc(C)nc2)c1,11,0,1.2,i,-3,-1,1,-4,-3
CCn1c(SCC(=O)Nc2nonc2C)nnc1-c1ccoc1C,10,-1,0.1,i,0,-7,6,-4,-1

# Remaining list, next part.
Structure,PABP1 MLLE inh,bovine MsrA act,MsrA inhibitor,Rpn11 block,CSN inh,Rin1 Abl inh,E coli Lon inh,MT1-MMP act inh,FAS-TE inh
CC(C)c1ccc(NC(=O)[C@@H](C)NC(=O)[C@@H]2Cc3ccccc3CN2)cc1,13,-1,0.3,i,0,1,-11,2,-3
C=CCS/C(N)=N\N=C\c1cc(Br)cc([N+](=O)[O-])c1O,-16,-4,1.0,i,-5,-5,-4,1,41
COc1ccc(CN2CCN(C(=O)C3CC(=O)N(C4CCCCCC4)C3)CC2)c(OC)c1OC (configuration not stated),3,-6,-1.5,i,3,-2,-1,0,-9
Cc1[nH]c2ccc(-c3nnc(SCC(=O)N4CCCc5ccccc54)o3)cc2c1C,-39,-2,0.9,i,0,0,-2,-9,-3
CCc1nc2ccc(C(=O)NCCN3CCNC3=O)cn2c1N(CC)CCOC,9,-2,0.5,i,-5,3,-2,-39,-5
COc1ccc(C[C@H]2c3cc(O)c(OC)cc3CC[N+]2(C)[O-])cc1O (some centres not stated),-5,-7,0.6,i,-3,-2,-7,5,-19
Cc1cc(C)c(-n2nnnc2SC(C)C)c(C)c1,8,-5,1.0,i,-7,3,11,-1,9
CCOc1ccccc1C(=O)NCCc1cnc[nH]1,-11,-3,0.9,i,5,0,-8,0,-6
CC1CC(C)CN(C(=O)C2CCN(S(=O)(=O)N3CCC4(CC3)OCCO4)CC2)C1 (configuration not stated),2,0,-0.7,i,-4,-2,0,-1,-5
O=C(c1ccc(CS(=O)Cc2ccc(Cl)cc2)o1)N1CCN(c2cccc(Cl)c2)CC1 (configuration not stated),14,-2,-0.6,i,-1,2,0,4,21
COc1ccc(CCNC(=S)NCCc2ccc(OC)c(OC)c2)cc1OC,23&-25,-2&-1,-0.1&-0.8,i,-9&6,-4&1,-1&8,4&1,-8&-8
Cc1ccc(CNC(=O)CSc2nnc(CNC(=O)c3ccc(F)cc3)o2)cc1,17,-2,-0.1,i,-4,-2,-13,-4,-4
Cc1c(NC(=O)Cn2ccc([N+](=O)[O-])n2)c(=O)n(-c2ccccc2)n1C,13,-3,1.0,i,-3,7,-12,3,-5
CCN(c1ccccc1)S(=O)(=O)c1cccc(C(=O)NCC(c2cccs2)N(C)C)c1 (configuration not stated),-5,-8,-0.2,i,0,1,-1,2,2
Cc1cc(C)nc(N(C#N)CN2C(=O)c3ccccc3C2=O)n1,0,-11,/,i,6,-4,-2,6,-5
CN(CC(=O)Nc1cccc([N+](=O)[O-])c1)S(=O)(=O)c1ccccc1,-3,-2,-1.5,i,-6,-2,-3,5,3
Cc1ccc(S(=O)(=O)NCCOc2nc(N(C)C)nc(N(C)C)n2)cc1,1,-8,0.0,i,-2,0,-2,2,-2
CC(C)c1ccc(NC(=O)C2CC(=O)N(C(C)C)C2)cc1 (configuration not stated),6,-3,3.1,i,2,-3,-3,-5,-4
Cc1cccc(NC(=O)CCS(=O)(=O)c2ccc(Br)cc2)c1,14,-1,-0.9,i,2,0,-3,-3,-3
COC(=O)c1oc2ccc(Cl)cc2c1N,-3,-2,1.3,i,3,-3,2,4,-2

# Other records
Structure,PABP1 MLLE inh,bovine MsrA act,MsrA inhibitor,Rpn11 block,CSN inh,Rin1 Abl inh,E coli Lon inh,MT1-MMP act inh,FAS-TE inh
S=C(Nc1ccc2cn[nH]c2c1)Nc1ccccc1Cl,16,-2,0.0,i,-1,1,-6,0,-10
O=C(COCC(=O)N/N=C/c1ccc(F)cc1)N/N=C/c1ccc(F)cc1,5,-1,-0.3,i,1,0,3,-2,-6
O=C(N/N=C/c1cccc(F)c1)c1c(O)c2ccccc2[nH]c1=O,1,1,-0.6,i,-1,0,5,-5,-8
CCC(C)(c1nnnn1-c1c(C)cccc1C)N(N=O)c1ccccc1Cl (configuration not stated),7,-5,1.4,i,-8,0,-9,-3,31
O=C(c1ccccc1)N1CCC(c2nc3c(nnn3Cc3ccccc3Cl)c(=O)[nH]2)CC1,-2,-1,1.4,i,3,0,-8,2,4
O=CNCc1nc2ccccc2n1CCCc1ccccc1,7,-6,0.9,i,0,-1,0,-3,0
O=S(=O)(/N=C(/Nc1cccc2ccccc12)c1ccccc1)c1ccc(Br)cc1,1,-2,1.3,i,1,-6,6,0,26
O=C(COC(=O)CCc1c[nH]c(=O)[nH]1)Nc1cccc(Cl)c1,39*,-4,-0.4,i,-7,11*,-6,-5,-6
Clc1ccc(C#Cc2cccnc2)cc1,3,-6,1.7,i,2,0,-7,-1,8
CCOC(=O)c1cn(CC(=O)Nc2cccc(F)c2)nn1,19,-4,-0.5,i,1,0,-6,4,-6
O=C(Nc1ccc(F)cc1)N1CCN(c2ncccn2)CC1,-4,-13,0.3,i,3,1,-2,0,-4
Cc1ccc(C)c(NC(=O)N2CCc3ccccc3C2)c1,1,-3,0.4,i,1,-1,-6,-4,-4
COc1cccc(Oc2ccc(S(=O)(=O)N3CCCC3)cc2[N+](=O)[O-])c1,1,-9,1.1,i,2,-2,-2,-5,19
Nc1c(Cl)c(Cl)nc(C(=O)N/N=C/c2cccnc2)c1Cl,2,-4,-0.1,i,-4,-4,10,-2,-2
COc1ccc(NC(=O)N[C@@H](CCSC)C(=O)O)cc1OC,-5,-3,0.3,i,-2,-5,-9,-3,-5
CC(C)(C)c1ccc(C(=O)c2c[nH]c(C(=O)NCCCn3ccnc3)c2)cc1,-14,-1,0.5,i,4,-5,2,9,-17
C#Cc1cccc(NC(=O)Cc2cccs2)c1,-1,-5,-0.5,i,-2,-1,-11,-2,0
CCCCCn1c(=O)[nH]c2cc(C(=O)N3CCN(c4ccc(C(C)=O)cc4)CC3)ccc2c1=O,7,-5,1.5,i,2,1,-2,5,4
O=C(NCCSCc1ccco1)Nc1ccc(Cl)cc1,26,-7,1.2,i,7,0,-13,-2,5
CC1=C(C(=O)Nc2ccccn2)C(c2ccc(Br)cc2)NC(=S)N1 (configuration not stated),-136,-3,2.3,i,4,5,-8,0,-7

# Continued:
Structure,PABP1 MLLE inh,bovine MsrA act,MsrA inhibitor,Rpn11 block,CSN inh,Rin1 Abl inh,E coli Lon inh,MT1-MMP act inh,FAS-TE inh
NC(=O)c1ccc(Nc2ccc3c(c2)CCC3)c([N+](=O)[O-])c1,3,-4,14*,i,-2,-7,4,-1,0
CCCCN1CC(=O)N2[C@H]3c4cc(C)ccc4OC[C@@H]3[C@H](c3ccccc3)[C@]2(C)C1=O,0,4,-0.9,i,1,1,5,-14,10
COC(=O)c1ccc(OC)cc1OCC(=O)N1CCN(c2ccc(F)cc2)CC1,11,0,-0.9,i,1,7,-13,4,-2
COc1cc(OC)c2c(OC)cccc2n1,-2,-7,-1.0,i,-4,-2,-1,11,-12
COc1ccc(-c2n[nH]c(=S)n2-c2ccc3c(c2)OCCO3)cc1,12,2,3.3,i,4,0,0,0,-5
COc1ccc(NC(C)C(=O)Nc2cc(C(F)(F)F)ccc2N2CCOCC2)c(OC)c1 (configuration not stated),-1,-2,-0.7,i,1,0,3,-2,14
Nc1nc(CN2CCN(c3ccccc3)CC2)nc(N2CCCc3ccccc32)n1,7,-1,0.7,i,-2,1,0,-4,-1
C/C(=N\NC(=O)CNC(=O)c1ccc2c(c1)OCCO2)c1ccco1,-4,-2,-0.6,i,5,5,-16,2,-4
O=C1CCN(Cc2ccc(Br)cc2)CCN1[C@H](CO)Cc1ccccc1,4,-2,-1.7,i,4,1,-13,-2,-8
O=C(NC1CCCCC1)c1cccnc1C(=O)O,-18,-4,0.3,i,0,5.9*,2,-1,-9
CN(C)S(=O)(=O)c1ccc(N2CCCC2)c(C(=O)NCc2ccc(Cl)cc2)c1,11,-4,-0.4,i,-3,-2,-2,1,20
COc1cc(C(=C(CC(=O)O)C(=O)O)c2ccc3c(c2)OCO3)cc(OC)c1OC,-2,-4,0.2,i,5,2,-11,-2,-6
CCCOc1ccc(/C=N/Nc2cccc([N+](=O)[O-])c2)c(O)c1,-12,7,1.2,i,6,0,-3,-11,44
Cc1cc(OCCN2CCCC2)ccc1C(C)C,0,-6,0.3,i,5,0,-4,4,-8
CNS(=O)(=O)c1ccc(NC(=O)c2ccccn2)cc1,0,-14,0.4,i,-1,-3,7,1,-8
